Screens from PubChem.
SARS 3CLpro inh = SARS-CoV 3CLpro protease inhibition; 290,000 compounds, 0.14% hits; inhibition, % at 6 µM; recombinant SARS-CoV 3CLpro, quenched FRET peptide cleavage; P0C6X7; in the data active means inhibition above about 12%
Anthrax LF prot = anthrax lethal factor protease inhibition; P15917; multiplex microsphere protease cleavage assay, LF; inhibition, % at 10 µM; 360,000 compounds, 0.12% hits; further: plate controls were buffer without enzyme for full effect and enzyme alone for no effect
VHR inh abs = blocks human VHR1 dual specificity phosphatase. P51452. AID 1654. 290,000 compounds, 0.52% hits. recombinant VHR phosphatase, pNPP absorbance. inhibition, % at 13.3 µM; in the data active means inhibition above about 50%; further: some compounds called inactive have numbers as strong as hits
Target sequence (P51452 whole entry, looked up): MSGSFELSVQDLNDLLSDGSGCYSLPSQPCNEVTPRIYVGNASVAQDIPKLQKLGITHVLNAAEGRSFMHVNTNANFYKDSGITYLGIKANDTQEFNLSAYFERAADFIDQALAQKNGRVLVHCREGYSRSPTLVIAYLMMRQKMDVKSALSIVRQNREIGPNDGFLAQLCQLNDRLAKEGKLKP
PrPC surface inh = cell surface PrPC inhibition, primary TR-FRET screen | P04156 | AID 720596 | TR-FRET read-out | inhibition, % at 13.8 µM | 370,000 compounds, 0.43% hits; in the data active means inhibition above about 24%; further: 0% = median of the test wells and 100% = reference compound wells
Rv3671c inh = inhibitors of M. tuberculosis serine protease Rv3671c | inhibition, % at 5.96 µM | 320,000 compounds, 0.048% hits | P9WHR9; in the data active means inhibition above about 38%;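 further: extracellular domain of Rv3671c used as enzyme; 0% = enzyme with DMSO and 100% = no enzyme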
Target sequence (P9WHR9 whole entry, looked up, the tested form may be a part): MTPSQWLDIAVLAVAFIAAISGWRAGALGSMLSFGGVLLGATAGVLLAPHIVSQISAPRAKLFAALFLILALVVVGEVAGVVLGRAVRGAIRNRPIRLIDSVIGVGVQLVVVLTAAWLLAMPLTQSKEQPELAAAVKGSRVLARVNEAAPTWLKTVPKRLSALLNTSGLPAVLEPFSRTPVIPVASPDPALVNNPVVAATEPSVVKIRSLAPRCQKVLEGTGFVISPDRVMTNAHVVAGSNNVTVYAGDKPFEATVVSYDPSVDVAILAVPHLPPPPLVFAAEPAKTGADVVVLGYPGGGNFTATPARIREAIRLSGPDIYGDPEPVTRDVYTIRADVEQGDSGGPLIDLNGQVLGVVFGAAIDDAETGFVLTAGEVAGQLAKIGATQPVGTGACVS
SSB-PriA inh = inhibitors of Klebsiella pneumoniae PriA binding to SSB C-terminal tail; inhibition, % at 33 µM; AID 1272365; 430,000 compounds, 0.6% hits; AlphaScreen SSBct-PriA binding, biotinylated peptide; in the data active means inhibition mostly above about 37%, no sharp cut-off; inactive means mostly below about 20%;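 further: plate controls were negative control peptide for no effect and reference peptide for full effect; strong numbers were not always called active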
BoNT F protease = BoNT F light chain protease inhibition; Multiplex microsphere protease cleavage assay, flow cytometry; inhibition, % at 10 µM; 360,000 compounds, 0.22% hits; AID 588497; in the data active means inhibition above about 35%, passing the limit was not always enough; inconclusive means no clear call, values can overlap the other calls; further: plate controls were buffer without enzyme for full effect and enzyme alone for no effect
MazF activator = increases E. coli MazEF RNase cleavage of RNA. activation, % at 20 µM. FAM/BHQ RNA-DNA oligo cleavage fluorescence, 5 h. AID 504720. 350,000 compounds, 0.32% hits; in the data active means activation above about 50%
Target sequence (P0AE70 whole entry, looked up): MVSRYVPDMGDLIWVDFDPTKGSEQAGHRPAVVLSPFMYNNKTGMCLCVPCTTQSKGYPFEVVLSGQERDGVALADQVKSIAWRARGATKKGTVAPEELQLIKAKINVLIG
CCHF vOTU inh = CCHFV vOTU protease inhibition. Pep-AMC fluorescence. AID 651958. inhibition, % at 11.5 µM. 370,000 compounds, 0.55% hits; in the data active means inhibition above about 30%; further: 0% = vehicle wells with enzyme and 100% = no enzyme wells
BoNT-A LC inh2 = blocks Botulinum neurotoxin A light chain protease; inhibition, % at 10 µM; multiplex microsphere protease substrate cleavage, flow cytometry; 360,000 compounds, 0.17% hits; further: plate controls were buffer without enzyme for full effect and enzyme alone for no effect
Active calls of the source: *; i = inactive; ? = inconclusive; . = no result given. Unless noted, no stated cut-off is given here; in the data, active means inhibition above about 30%; inconclusive means no clear call, values can overlap the other calls; inactive means below that.

SMILES | SARS 3CLpro inh | Anthrax LF prot | VHR inh abs | PrPC surface inh | Rv3671c inh | SSB-PriA inh | BoNT F protease | MazF activator | CCHF vOTU inh | BoNT-A LC inh2
O=C(NCc1nc2ccccc2[nH]1)C1=C[C@@H](c2ccc(C(F)(F)F)cc2)C[C@@H](OCc2ccc(CO)cc2)O1 | . | -7 | . | 0 | -25 | 12 | -4 | -8 | 9 | 0.1
COc1cc(OC)cc(C(=O)N/N=C/c2ccc(OC)c(COc3ccc4ccccc4c3)c2)c1 | -3 | -2 | 21 | 11 | -72 | . | -9 | -29 | 11 | -0.1
O=C1NC(=O)C2(COC3(CCCC3)OC2)S1 | 0 | 2 | 4 | -2 | 12 | -3 | -10 | -8 | -10 | 0.3
COc1ccc(Nc2nc(-c3cccc([N+](=O)[O-])c3)nc3ccccc23)c(OC)c1 | 1 | 1 | -12 | -2 | 4 | -12 | -11 | -7 | 3 | -0.4
O=C(CSc1n[nH]c(=O)[nH]c1=O)N/N=C/c1ccccc1 | 0 | 0 | -8 | 1 | -3 | . | 0 | 13 | -19 | -0.2
CCCC(=O)Nc1ccc(N2CCCCC2)cc1 | -1 | 0 | 22 | -7 | -2 | -2 | -4 | 2 | 14 | 0.5
Cn1c(=O)c2c(ncn2CC(=O)N/N=C/C=C\c2ccccc2[N+](=O)[O-])n(C)c1=O | -1 | . | 21 | . | 9 | i | . | -7 | . | .
Cc1c(Cc2ccccc2)sc(NC(=O)C(C)(C)C)c1C(N)=O | 5 | -6 | 19 | -2 | -5 | 6 | 4 | 5 | 9 | 0.9
CC1(c2nnc(-c3cccc(Cl)c3)o2)CC(c2ccccc2)=NO1 (centres undefined) | . | -9 | . | -8 | -2 | -19 | -3 | 7 | 0 | -0.5
O=c1oc2ccccc2cc1C1=Nn2c(nnc2-c2cccnc2)SC1 | 5 | -3 | 30 | -9 | 0 | -7 | -34 | -7 | 8 | -1.4
Cc1ccc(C(C)NC(=O)c2ccncc2)c(C)c1 (centres undefined) | -4 | -2 | 8 | 6 | -5 | -3 | 32 | -3 | -8 | 2.3
CC(NC(=O)CN1C(=O)NC2(CCc3ccccc32)C1=O)c1ccccc1 (centres undefined) | . | -1 | . | -10 | 5 | -11 | 2 | 8 | 12 | 0.0
COc1ccc(S(=O)(=O)N2CCOC2CNC(=O)C(=O)NCCc2ccc(OC)c(OC)c2)cc1 (centres undefined) | -8 | -2 | 1 | -2 | -5 | -7 | -2 | -1 | 3 | 0.7
O=C(NCCO)/C(=C\c1ccco1)NC(=O)c1cccs1 | -2 | -7 | 23 | 2 | 4 | -11 | 5 | -30 | 16 | 1.0
Cc1cc(NC(=O)COC(=O)C2CC(=O)N(c3ccc(C)c(Cl)c3)C2)no1 (centres undefined) | 2 | -5 | 7 | -11 | -11 | 5 | 4 | -3 | 16 | -1.0
COc1ccc(NC(=O)c2oc3ccccc3c2NC(=O)c2ccco2)cc1 | 1 | 0 | 2 | -4 | -31 | -16 | -8 | 6 | 6 | -5.2
O=C(NCCNc1ccc([N+](=O)[O-])cc1C(F)(F)F)c1cccc(F)c1 | 3 | -2 | -8 | 0 | 0 | -4 | -6 | -7 | 28 | 0.3
Cc1c(C(=O)N2CC[C@@H](N3CCC(O)CC3)[C@H](O)C2)[nH]c2ccc(Cl)cc12 | -8 | 0 | 1 | 0 | 7 | -16 | -1 | -7 | 15 | -1.2
CC(C)NS(=O)(=O)c1ccc(CCC(=O)NCc2ccc3c(c2)OCO3)cc1 | -3 | -3 | 9 | 7 | -4 | -3 | -3 | -1 | -12 | -0.4
Cc1ccc(S(=O)(=O)NCc2ccc3c(c2)cc(C)n3C)cc1 | 2 | -74 | 2 | 37* | -2 | 26 | -110 | -1 | 26 | 81*
O=C(CN1CCN(S(=O)(=O)c2ccccc2)CC1)Nc1ccccc1C(=O)NC1CC1 | . | 0 | . | -4 | -8 | 0 | 0 | 2 | -8 | -0.2
CCCCCC1C(C(=O)OCC)C(=O)NC1(C(=O)OCC)C(=O)OCC (centres undefined) | . | -1 | . | -2 | . | -9 | -8 | -19 | 11 | -0.4
Cc1nnc(SCC(=O)N2CC(=O)Nc3ccccc32)n1Cc1ccccc1 | 5 | 1 | 14 | 7 | -2 | -6 | -20 | 0 | 19 | -0.5
CCN(CC)S(=O)(=O)c1ccc(N2CCOCC2)c(NC(=O)c2cc(Cl)c3c(c2)OCO3)c1 | . | -2 | . | -4 | 4 | -2 | -5 | -1 | 14 | 0.9
CCOc1cc(C(=O)Nc2cnccn2)cc(OCC)c1OCC | 5 | -1 | 1 | 8 | -3 | -10 | -2 | -1 | 0 | -3.2
CC1=NN=C(c2ccccc2)C(c2c[nH]c3ccccc23)N1O (centres undefined) | 1 | -3 | -8 | -10 | 4 | 4 | -4 | 43 | 19 | -1.4
Cc1noc(C)c1S(=O)(=O)Nc1ccc2c(c1)C(=O)N([C@H](C)CO)C[C@H](C)[C@@H](CN(C)C(=O)Nc1ccc3c(c1)OCO3)O2 | . | 0 | . | 7 | -3 | 2 | 1 | -10 | -4 | -0.2
COC(=O)C1CCN(C(=O)CN2C(=O)NC(CCc3ccccc3)C2=O)CC1 (centres undefined) | -2 | 5 | 4 | -2 | 5 | 3 | -8 | -7 | -1 | 0.1
COc1ccc(C[C@@H]2CN3C(=NC[C@@H]3C)N2C[C@H](C)NC(=O)c2ccc(C)c(Br)c2)cc1 | -3 | 2 | 25 | -1 | -10 | 4 | -9 | 6 | 6 | -0.1
O=S(=O)(c1ccc(Cl)c(NC(=S)Nc2ccccc2N2CCOCC2)c1)N1CCOCC1 | -1 | -1 | -7 | 5 | 0 | 0 | -8 | 6 | 24 | -0.7
CSc1ncccc1C(=O)Nc1ncc(C)s1 | 5 | -10 | 10 | 1 | 1 | 13 | 3 | 3 | -4 | -0.1
O=C(N/N=C/c1cccc(O)c1)c1ccc(COc2ccc3c(c2)CCC3)o1 | 2 | -2 | 16 | 14 | -89 | . | -12 | 3 | 9 | -1.1
N#Cc1cc2c(=O)n3ccccc3nc2n(CCCN2CCOCC2)c1=O | -4 | 4 | 8 | -27 | 9 | -2 | -2 | 1 | -236 | 0.1
COc1ccc(-c2c(C(=O)c3ccc(Br)cc3)[nH]c(N)c2C(=O)c2ccccc2)cc1OC | . | 2 | . | -5 | . | . | -10 | . | -1 | -0.5
Cc1ccc(S(=O)(=O)N/N=C\c2cn(CC(N)=O)c3ccccc23)cc1 | -1 | -1 | 36 | 0 | 0 | . | -4 | 2 | 1 | -0.2
COc1ccccc1OCC(=O)Nn1c(=S)[nH]c2ncccc2c1=O | -1 | -3 | 48 | -8 | 1 | 5 | -12 | 0 | 3 | -2.7
CCOc1ccc(CN(C)C(=O)c2cc(S(=O)(=O)N3CCCC3)ccc2C)cc1 | . | 12 | . | 3 | 6 | -5 | 2 | 1 | -3 | 1.3
COc1ccc(CN2CCN(c3ccccc3OC)CC2)cc1OC | 1 | -3 | -6 | -7 | 3 | -1 | ? | 6 | -9 | -0.1
CCn1c(COc2cccc(C)c2)nnc1SCC(=O)NC1CCCC1 | 4 | 3 | 43 | -2 | 4 | -9 | 4 | 10 | 3 | 1.0
O=C(COC(=O)C12CC3CC(CC(O)(C3)C1)C2)N1CCN(S(=O)(=O)c2ccc(Cl)cc2)CC1 | -12 | 5 | 0 | 2 | -8 | -12 | 11 | 2 | -15 | 0.7
Cc1cc(C)n(-c2ccc(C(=O)NCC(c3ccco3)N3CCCC3)cc2)n1 (centres undefined) | . | -3 | . | -8 | 0 | -15 | 6 | -6 | 20 | 0.4
CC(=O)c1cn(C2OC(CO)C3OC(C)(C)OC32)c(=O)n(C)c1=O (centres undefined) | . | -3 | . | 7 | 10 | -3 | -5 | -2 | -10 | -0.1
Cc1cc(C(=O)NNC(=O)c2ccc(C)c([N+](=O)[O-])c2)c(C)o1 | . | . | . | -4 | . | -17 | . | 8 | 2 | .
Cc1ccc(NC(=O)NC(=O)N(c2ccccc2)S(C)(=O)=O)cc1 | -2 | 1 | 18 | -6 | -7 | -13 | 5 | 3 | 3 | 0.1
CCOC(=O)c1c(C)n(C)c2ccc(OCC(O)Cn3nc(C)cc3C)cc12 (centres undefined) | 7 | -5 | 13 | -2 | 0 | -1 | -3 | 3 | -1 | -0.2
C/C(=N/NS(=O)(=O)c1ccc(C)cc1)c1cccc(NC(=O)c2cccc(Cl)c2)c1 | 2 | -6 | 16 | -1 | -118 | . | -10 | 4 | 11 | 1.0
COC(=O)CC1=C(C(=O)OC)C(c2cc(OC)c(OC)cc2OC)C(C#N)=C(N)O1 (centres undefined) | -1 | -1 | -2 | 5 | -9 | -3 | 4 | 2 | -7 | -0.3
O=C(Nc1ccc(Cl)cc1)c1ccc2c(c1)OCO2 | 2 | -1 | 14 | 3 | -7 | -4 | -18 | -4 | -3 | -1.0
O=C(NCCCN1CCC(Cc2ccccc2)CC1)C1CC(=O)N(C2CCCC2)C1 (centres undefined) | -2 | -8 | -19 | 0 | 9 | 5 | -5 | -4 | 9 | -0.3
CCOC(=O)C1(CCc2ccccc2)CCN(Cc2cc(OC)c(OC)cc2OC)CC1 | 4 | -2 | 11 | -7 | 4 | 22 | ? | 4 | 1 | 1.9
CCc1cc2c3c(c1)C(C)CC(C)(C)N3C(=O)C2=O (centres undefined) | -1 | -1 | -11 | -4 | -3 | -5 | 3 | 16 | 8 | 0.6
COc1ccc(/C=C2\SC(=O)N(CCC(=O)N3CCCCC3CCO)C2=O)cc1 (centres undefined) | -2 | -1 | 2 | -5 | -5 | 2 | -1 | 5 | 21 | -0.2
CCn1c(SCc2nc3ccccc3nc2C)nnc1-c1cccs1 | 0 | 0 | 27 | -5 | -6 | 6 | -1 | 8 | 5 | -0.2
COC(CSc1nc(N)c2c3c(sc2n1)CN(C)CC3)OC | 2 | 14 | 28 | 0 | -2 | -7 | -26 | -13 | -52 | 2.9
CCN1CCN(c2nc(-c3cccs3)nc3ccccc23)CC1 | 3 | -1 | 24 | -1 | -14 | 5 | -6 | -6 | 8 | 0.6
Cc1ccc(Cc2c(-c3ccccc3)nc3cc(C)ccn23)cc1 | . | 0 | . | -2 | . | . | 3 | -9 | 24 | 0.2
CSc1nc(Cl)c(Cc2ccc(OC(C)C)cc2)c(N2CCOCC2)n1 | 1 | -7 | 34 | 1 | -3 | -35 | 6 | 4 | 1 | 0.0
CCCc1[nH]nc2c1C(c1ccc(OC(=O)N3CCOCC3)c(OC)c1)C(C#N)=C(N)O2 (centres undefined) | 1 | -1 | -4 | 4 | 8 | -4 | -3 | 13 | -6 | 1.3
CNC(=S)Nc1ccc(C23CC4CC(CC(C4)C2)C3)cc1 | 5 | -1 | 30 | 3 | 2 | 0 | -3 | 0 | 6 | -0.6
Cc1ccc(-c2nn(-c3ccc(F)cc3)cc2C(=O)N(C)CC(=O)Nc2ccc(N3CCOCC3)cc2)cc1 | . | -2 | . | 5 | -9 | -3 | 2 | -2 | 4 | -0.3
CCCC(=O)N1CCC1(C)C(=O)Nc1ccc(C)cc1 (centres undefined) | . | -3 | . | -4 | . | . | -9 | . | 12 | -0.3

Reformatted: four of the compounds above.
Values run as follows: SARS 3CLpro inh, Anthrax LF prot, VHR inh abs, PrPC surface inh, Rv3671c inh, SSB-PriA inh, BoNT F protease, MazF activator, CCHF vOTU inh, BoNT-A LC inh2
CCCc1[nH]nc2c1C(c1ccc(OC(=O)N3CCOCC3)c(OC)c1)C(C#N)=C(N)O2 (centres undefined)
 : 1, -1, -4, 4, 8, -4, -3, 13, -6, 1.3
CNC(=S)Nc1ccc(C23CC4CC(CC(C4)C2)C3)cc1
 : 5, -1, 30, 3, 2, 0, -3, 0, 6, -0.6
Cc1ccc(-c2nn(-c3ccc(F)cc3)cc2C(=O)N(C)CC(=O)Nc2ccc(N3CCOCC3)cc2)cc1
 : ., -2, ., 5, -9, -3, 2, -2, 4, -0.3
CCCC(=O)N1CCC1(C)C(=O)Nc1ccc(C)cc1 (centres undefined)
 : ., -3, ., -4, ., ., -9, ., 12, -0.3

Only part of the results is shown; the hit share may differ from the screen's.
